HCMV inh – blocks human cytomegalovirus replication | activity change, negative = inhibition, % at 57.5 µM | AID 1259415 | HFF cells, HCMV-luciferase reporter, 72 h; stronger effect = lower value | 4.5% of 410,000 active; in the data active = activity change below about -60%; inconclusive = no clear call, values can overlap the other calls; inactive = above about -39%
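Luciferase read-out from HCMV-luciferase-infected HFFs (MOI 1 PFU/cell) 72 h post infection at 37C; compounds added after 16 h cell attachment; activity normalized between buffer-only basal and Salinomycin (10uM) inhibitor controls.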
AmpC inh detg – blocks E. coli AmpC beta-lactamase in detergent assay. AmpC hydrolysis of nitrocefin, absorbance 480 nm, 0.01% Triton. Potency, µM (series often up to 114 µM), inactives show at the top dose activity change, negative = inhibition, actives largely listed as inhibitors. 0.041% of 370,000 active. AID 485294;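 note: potency is the fitted concentration of half-maximal effect; 0% = no-compound wells and -100% = no-enzyme wells; nearly all actives have a fitted effect of over 25% in size; some results filed as inactive show a strong effect at the top dose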
Target sequence (P00811 whole entry, looked up): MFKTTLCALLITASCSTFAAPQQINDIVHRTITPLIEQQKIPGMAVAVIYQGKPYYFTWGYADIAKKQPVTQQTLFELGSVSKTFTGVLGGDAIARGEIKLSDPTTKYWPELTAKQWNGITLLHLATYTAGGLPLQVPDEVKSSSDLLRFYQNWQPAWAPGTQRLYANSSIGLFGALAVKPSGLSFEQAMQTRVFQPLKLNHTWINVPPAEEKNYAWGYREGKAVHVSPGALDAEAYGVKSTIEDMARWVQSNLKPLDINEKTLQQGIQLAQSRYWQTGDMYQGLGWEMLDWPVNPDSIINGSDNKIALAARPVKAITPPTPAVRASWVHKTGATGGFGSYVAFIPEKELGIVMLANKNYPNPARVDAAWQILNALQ
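20 mM phosphate pH 7.0 + 0.01% (detergent screen) or 0.0001% Triton X-100; 5.3 nM AmpC reagent; cpd preinc 15 min RT; nitrocefin (800 uM stock) to start; A480 q20 s × 4 min; Activity was normalised to no-enzyme and no-compound control wells.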
Sm TGR inh – blocks Schistosoma mansoni thioredoxin glutathione reductase; Q962Y6; purified TGR, DTNB reduction, TNB absorbance 405 nm; Potency, µM (titrated, usually from 114 µM), for inactives: at the highest dose activity change, negative = inhibition, usual class: inhibitors; 3% of 360,000 active; AID 485364; note: potency is the fitted concentration of half-maximal effect; nearly all actives have a fitted effect of over 60% in size
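TGR 20 nM + NADPH 100 uM (dispensed conc.), cpd preinc 15 min RT; start with NADPH (500 uM addition) then DTNB (15 mM addition). Kinetic TNB absorbance, 405 nm filter. Four-parameter Hill fit across titration.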
HCV inhibitor – HCV inhibition; Huh7.5.1 HCVcc-Cre infection, luciferase reporter, 44 h; Potency, µM (titrated, usually from 41.8 µM), for the others: top-dose activity change, negative = inhibition, actives largely listed as inhibitors; 3.4% of 340,000 active; AID 651820; note: potency is the fitted concentration of half-maximal effect
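Seed cells (1,000/well) for 4 h; treat with compound and infect with HCVcc-Cre, moi about 0.5. Incubate 44 h, then detect luciferase activity.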
AmpC inh no detg – blocks E. coli AmpC beta-lactamase in detergent-free assay; P00811; AmpC nitrocefin hydrolysis, absorbance 480 nm, 0.0001% Triton; Potency, µM (highest dose often 57.1 µM), inactives show at the top dose activity change, negative = inhibition, actives largely listed as inhibitors; 0.52% of 330,000 active; AID 485341;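 note: potency is the fitted concentration of half-maximal effect; plate controls were no compound for no effect and no enzyme for full effect; nearly all actives have a fitted effect of over 20% in size; some results filed as inactive show a strong effect at the top dose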
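AmpC (5.3 nM in the dispensed reagent) in 20 mM phosphate pH 7.0 with 0.01% (detergent screen) or 0.0001% Triton X-100 was preincubated with compounds for 15 min at room temperature. Nitrocefin was then added from an 800 uM solution, and hydrolysis was followed at 480 nm.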
FBPA Giardia inh – Giardia lamblia aldolase inhibition. purified Giardia FBPA. Potency, µM (top dose mostly 59.6 µM), for inactives: top-dose activity, negative = inhibition, actives largely listed as inhibitors. 0.71% of 290,000 active. AID 2451; note: potency is the fitted concentration of half-maximal effect; nearly all actives have a fitted effect of over 55% in size
Target sequence (A8B2U2 whole entry, looked up): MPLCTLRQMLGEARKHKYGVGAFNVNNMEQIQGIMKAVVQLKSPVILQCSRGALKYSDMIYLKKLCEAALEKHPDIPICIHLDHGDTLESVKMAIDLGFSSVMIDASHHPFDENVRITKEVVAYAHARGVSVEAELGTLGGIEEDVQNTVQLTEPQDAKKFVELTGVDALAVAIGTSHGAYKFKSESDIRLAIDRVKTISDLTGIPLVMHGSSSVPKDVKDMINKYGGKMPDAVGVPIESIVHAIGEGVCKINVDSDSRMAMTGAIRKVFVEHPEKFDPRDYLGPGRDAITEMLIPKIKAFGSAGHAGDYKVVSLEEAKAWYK
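40 nM FBPA preincubated 10 min at RT with compound (up to 57.5 uM final), then substrate plus GAPDH/TPI/NAD/arsenate coupling and diaphorase/resazurin added. Fluorescence read after 20 min at RT, 525/598 nm.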
Starred values were filed as active, the others as inactive; ? = inconclusive; . = no result given; & = joins results of further samples; [ ] = another dose, or the depositor's remark. Unless noted, calls come from the whole dose curve; as a rule, active = well fitted curve in the direction sought with a large enough effect; inconclusive = small, poorly fitted or top-dose-only effect, or another doubt; inactive = no such curve, though single readings can be large; an effect the other way counts as inactive or inconclusive. Unless noted, % is set by controls: 0 for no effect and ±100 for the full control effect.

Letters – A = HCMV inh; B = AmpC inh detg; C = Sm TGR inh; D = HCV inhibitor; E = AmpC inh no detg; F = FBPA Giardia inh
O=C(c1ccccc1)c1cc2ccccc2o1
  A: 31 | B: ? | C: 0% | D: 0% | E: -23% | F: 1%

CCN1C(=O)C(CC(=O)NC2CCCCC2)N(CC)C1=O (stereo not drawn)
  A: -21 | B: 0% | C: 12% | D: 18% | E: -17% | F: 4%

Clc1ccc(CSc2nnc(NC3=NCCCCC3)s2)cc1
  A: -67* | B: -16% | C: 12% | D: ? | E: -5% | F: -5%

CCCCn1c(N)c(N(CC(C)C)C(=O)C2CC(=O)N(c3ccc4c(c3)OCCO4)C2)c(=O)[nH]c1=O (stereo not drawn)
  A: -21 | B: 2% | C: 9% | D: ? | E: -5% | F: .

O=S(=O)(Nc1ccccc1)c1cccc2nonc12
  A: -32 | B: 3% | C: 4% | D: 13% | E: 0% | F: -5%

CCN(CC)S(=O)(=O)c1ccc(OC)c(NS(=O)(=O)c2cccc(C(=O)O)c2)c1
  A: -19 | B: -11% | C: -3% | D: 7% | E: -25% | F: 17%

COc1ccc(CNC(=O)CN(Cc2ccc(Cl)cc2)C(=O)c2csnn2)cc1
  A: -8 | B: 1% | C: -12% | D: ? | E: 16% | F: 8%

O=C(NCc1ccccc1Cl)C1CCC(CNc2c(N3CCCCC3)c(=O)c2=O)CC1 (stereo not drawn)
  A: 49 | B: -7% | C: -9% | D: 8% | E: -3% | F: -1%

CC(C)(C)N=C1NC(=NC(C)(C)C)c2ccccc21
  A: -63* | B: -14% | C: 2% | D: ? | E: -14% | F: -1%

CCOC(=O)c1cccnc1SCC(=O)N(C)c1ccccc1
  A: 20 | B: -9% | C: 5% | D: 3% | E: -2% | F: 1%

O=C1OC(c2ccc(Cl)cc2)/C(=C(/O)c2ccccc2)C1=O (stereo not drawn)
  A: 22 | B: -4% | C: -16% | D: 14% | E: -21% | F: 8%

COc1cc(/C=C/C(=O)OCC(=O)NCC(=O)Nc2cccc(C)c2C)ccc1OC(F)F
  A: 1 | B: -3% | C: -10% | D: ? | E: 8% | F: .

COc1ccc(CNC(=O)CNC(=O)N2CC(=O)Nc3ccccc32)cc1
  A: -10 | B: 0% | C: 3% | D: -8% | E: -25% | F: .

CCOC(=O)Nc1nc(-c2ccc(Cl)cc2Cl)cs1
  A: -23 | B: -3% | C: -3% | D: -26% | E: -23% | F: 7%

Cc1nn(C)c(C)c1S(=O)(=O)N(CC(=O)N1CCN(c2ccccc2)CC1)c1ccc(C(C)C)cc1
  A: -1 | B: 14% | C: -4% | D: . | E: . | F: .

CCNC(=O)c1ccc(C2SCC(=O)N2Cc2ccco2)cc1 (stereo not drawn)
  A: 47 | B: -9% | C: ? | D: 8% | E: -16% | F: .

CC(C)c1ccc(C(C(=O)NC2CCCC2)N(C(=O)CNC(=O)c2ccco2)c2cccnc2)cc1 (stereo not drawn)
  A: -34 | B: 3% | C: 0% | D: 5% | E: -9% | F: 5%

COc1ccc(N=C2S/C(=C\c3cc(C)n(C)c3C)C(=O)N2C)cc1
  A: -8 | B: 4% | C: 50µM* | D: 11µM* | E: 83%[activator] | F: -15%

CCOc1ccc(CN(CC)C(=O)c2ccc3c(c2)[nH]c(=O)c(=O)n3CC)cc1OC
  A: -5 | B: -9% | C: -35% | D: ? | E: 19% | F: -7%

Cc1cc(Nc2c(C)cccc2C)n2nc(C)nc2n1
  A: -15 | B: ? | C: 0% | D: 4% | E: -2% | F: -2%

CCCn1c(SCC(=O)N2CCN(C(=O)c3ccco3)CC2)nc2ccccc2c1=O
  A: -11 | B: -13% | C: -26% | D: -18% | E: -2%[11.4 µM] | F: 7%

CS(=O)(=O)N1CCN(CC2CC3C=CC2C3)CC1 (stereo not drawn)
  A: 53 | B: -9% | C: -12% | D: 9% | E: 0% | F: -17%

CN(C)CCSc1nc(O)c(-c2ccccc2)c(=O)n1-c1ccccc1
  A: -2 | B: 2% | C: 7% | D: 13% | E: -10% | F: -7%

CC(=O)/C(N=Nc1c(C)n(C)n(-c2ccccc2)c1=O)=C(\C)O
  A: -34 | B: ? | C: ? | D: 1% | E: -2% | F: -2%

CCOC(=O)C1CCN(Cc2cccc(OC)c2)CC1
  A: 21 | B: ? | C: 0% | D: 23% | E: -7% | F: -28%

O=C(N/C(=C/c1ccc2c(c1)OCO2)C(=O)N1CCOCC1)c1cccs1
  A: 4 | B: -4% | C: -14% | D: 0% | E: -9% | F: 0%

O=C(CCCn1nnnc1CN1CCOCC1)N1CCC(c2ccccc2Cl)C1 (stereo not drawn)
  A: 34 | B: 3% | C: ? | D: -5% | E: 78%[activator] | F: .

Cc1csc(SCC(=O)NC(=O)C2CCCCC2)n1
  A: 27 | B: ? | C: 5% | D: 17% | E: -15% | F: 5%

CCOc1cc(CNc2nn[nH]n2)ccc1OCC(=O)NC(C)(C)C
  A: 65 | B: -5% | C: 0% | D: -2% | E: -15% | F: 3%

Cc1ccc(N2CC(C(=O)NC3CC3)CC2=O)cc1Cl (stereo not drawn)
  A: 1 | B: -9% | C: 7% | D: -4% | E: -9% | F: 8%

Four of these compounds, reformatted.
> CC(=O)/C(N=Nc1c(C)n(C)n(-c2ccccc2)c1=O)=C(\C)O
  HCMV inh: -34
  AmpC inh detg: ?
  Sm TGR inh: ?
  HCV inhibitor: 1%
  AmpC inh no detg: -2%
  FBPA Giardia inh: -2%

> CCOC(=O)C1CCN(Cc2cccc(OC)c2)CC1
  HCMV inh: 21
  AmpC inh detg: ?
  Sm TGR inh: 0%
  HCV inhibitor: 23%
  AmpC inh no detg: -7%
  FBPA Giardia inh: -28%

> O=C(N/C(=C/c1ccc2c(c1)OCO2)C(=O)N1CCOCC1)c1cccs1
  HCMV inh: 4
  AmpC inh detg: -4%
  Sm TGR inh: -14%
  HCV inhibitor: 0%
  AmpC inh no detg: -9%
  FBPA Giardia inh: 0%

> O=C(CCCn1nnnc1CN1CCOCC1)N1CCC(c2ccccc2Cl)C1 (stereo not drawn)
  HCMV inh: 34
  AmpC inh detg: 3%
  Sm TGR inh: ?
  HCV inhibitor: -5%
  AmpC inh no detg: 78%[activator]
  FBPA Giardia inh: .

Remaining list, next part.
Letters – A = HCMV inh; B = AmpC inh detg; C = Sm TGR inh; D = HCV inhibitor; E = AmpC inh no detg; F = FBPA Giardia inh
COc1ccc(CCN=Cc2ccccc2O)cc1OC
  A: 23 | B: 1% | C: 3% | D: 4% | E: -13% | F: -11%

O=[N+]([O-])c1ccc(Oc2cccc3cccnc23)c(Cl)c1
  A: -15 | B: 2% | C: 9% | D: -27% | E: -16% | F: ?

CCOC(=O)c1c(C)oc2nc(C)nc(NCc3cccc(OC)c3)c12
  A: -1 | B: 27% | C: -1% | D: . | E: . | F: .

CC(=O)Oc1cccc(N2C(=O)c3ccccc3C2=O)c1
  A: -20 | B: -6% | C: -3% | D: 48%[activator] | E: -17% | F: 1%

COc1ccc(CNC(=O)C2CSC(c3ccc(OC)cc3)N2C(C)=O)cc1 (stereo not drawn)
  A: 2 | B: -3% | C: -3% | D: -20% | E: -1% | F: 2%

C=CCc1cc(Cl)ccc1OCCOCCNC(C)(C)C
  A: -71* | B: -2% | C: . | D: ? | E: 55% | F: ?

COc1cc(NC(=O)c2sc3nc4n(c(=O)c3c2C)CCCCC4)cc(OC)c1OC
  A: 6 | B: 9% | C: 3% | D: . | E: . | F: .

O=C(COC(=O)CNC(=O)c1ccccc1F)Nc1cccc(S(=O)(=O)N2CCCCCC2)c1
  A: 26 | B: ? | C: 20% | D: 9% | E: -25% | F: 11%

CC(C)c1ccc(NC(=O)Cn2c(=O)n(CCc3ccccc3)c(=O)c3ccccc32)cc1
  A: 14 | B: 8% | C: 3% | D: . | E: . | F: .

O=C1CCC(=O)N1CC(=O)N(c1ccccc1)c1ccccc1
  A: -7 | B: 2% | C: -24% | D: 30% | E: -20% | F: 0%

COc1cc(NC(=O)CSc2ccc3c(c2)OCCO3)cc(OC)c1OC
  A: 12 | B: 0% | C: 1% | D: ? | E: -29% | F: 3%

Cc1ccc(S(=O)(=O)N(CC(O)CN2C(=O)NC(C)(C)C2=O)c2cccc(C)c2)cc1 (stereo not drawn)
  A: 10 | B: -1% | C: -5% | D: 5% | E: 77%[activator] | F: 3%

CCN(CCO)Cc1csc2cccc(Br)c12
  A: -15 | B: -18% | C: 3% | D: -29% | E: -11% | F: .

Cc1cc(C(=O)N[C@@H](c2ccccc2)[C@]2(C)C[C@H]2[C@@H](C)C(=O)Nc2ccc3ccccc3c2)no1
  A: 2 | B: -12% | C: -6% | D: -5% | E: -3% | F: -9%&-6%

O=c1[nH]c(CN2CCCC2)nc2sc3c(c12)CCC3
  A: 0 | B: -3% | C: -25% | D: 4% | E: -36% | F: -6%

3 records picked at random from the list so far, as already listed:
Letters – A = HCMV inh; B = AmpC inh detg; C = Sm TGR inh; D = HCV inhibitor; E = AmpC inh no detg; F = FBPA Giardia inh
CC(C)c1ccc(NC(=O)Cn2c(=O)n(CCc3ccccc3)c(=O)c3ccccc32)cc1
  A: 14 | B: 8% | C: 3% | D: . | E: . | F: .

CCOC(=O)Nc1nc(-c2ccc(Cl)cc2Cl)cs1
  A: -23 | B: -3% | C: -3% | D: -26% | E: -23% | F: 7%

COc1ccc(N=C2S/C(=C\c3cc(C)n(C)c3C)C(=O)N2C)cc1
  A: -8 | B: 4% | C: 50µM* | D: 11µM* | E: 83%[activator] | F: -15%

Further compounds follow.
compound | HCMV inh | AmpC inh detg | Sm TGR inh | HCV inhibitor | AmpC inh no detg | FBPA Giardia inh
O=C(/C=C/N1CCOCC1)c1coc2ccccc12 | 16 | -6% | 79µM* | 6% | -27% | 0%
Nc1ccc(-c2ccc(C(=O)O)s2)cn1 | 7 | -1% | -5% | 10% | -32% | -2%
O=C(c1cccc2nc3ccccc3nc12)N1CCOCC1 | -34 | 1% | 2% | -5% | -18% | 1%
Cc1cccc(NC(=O)CN2C(=O)NC(Cc3ccccc3)C2=O)c1 (stereo not drawn) | 57 | -13% | -13% | 8% | -12% | 0%
c1ccc(-n2nnnc2-n2ccnc2)cc1 | -29 | -2% | -12% | 3% | -11% | 4%
Cc1ccc(C(=O)OCc2cc(=O)n3c(C)csc3n2)s1 | 11 | -2% | 4% | -21% | -26% | .
COc1ccc(-n2c(=O)c3sc4ccccc4c3n(CC(=O)NC3CCCCC3)c2=O)cc1 | -5 | 10% | 4% | . | . | .

Screens as filed in PubChem.

Random draw from the library. Share with any hit: about 9.9%.
